sdo1 growth: restores growth of sdo1-depleted yeast. z-score at 10 µM. 0.21% of 140,000 active. S. cerevisiae sdo1-depleted JHY4D growth rescue, OD600 30 h; stronger effect = higher value; pdr5 snq2 efflux-pump mutant strain;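 active = z-score above 3 at both the 24 hr and the 30 hr optical density reads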;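 note: z-score against mean and SD of all compound wells on the same plate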
INS promoter inh: TRM-6 insulin promoter activity inhibition | inhibition, % at 2 µM | AID 1273 | TRM-6 cells (human fetal islet line), insulin promoter-eGFP reporter, imaging; reporter expression induced with tamoxifen | 0.9% of 130,000 active;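 active = inhibition above the mean plus 3 SD, with well images judged a real hit on visual review, cut at about 60% in these data, passing the limit was not always enough; inconclusive = inhibition over the cutoff but images rejected on review; inactive = inhibition not above the cutoff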
sdo1 growth Rescue 24 h: recorded beside sdo1 growth, whose call it bears; z-score; S. cerevisiae sdo1-depleted JHY4D growth rescue, OD600; measured here: growth rescue at 24 h;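 0 is the plate mean of compound wells and units are plate SD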
Starred values were filed as active, the others as inactive; ? = inconclusive; . = not tested or not shown.

sdo1 growth	sdo1 growth Rescue 24 h	INS promoter inh	molecule
0.13	-1.4	-29	COc1cccc2c(=O)c3cccc(N)c3[nH]c12
0.36	0.09	-17	Cc1cccc(C(=O)NCCCN2CCCC2=O)c1
0.08	-0.54	-34	CCC(C)[C@H](NC(=O)OC(C)(C)C)c1nnc(SCc2c(C)[nH]c(=O)[nH]c2=O)o1 (some centres not stated)
0.01	-0.51	9	CCOc1ccc(NC2=NCC(=O)N2Cc2cccs2)cc1
.	.	39	CC(C)N1CCN(Cc2ccccc2-c2ccco2)CC1CCO (configuration not stated)
0.34	-0.48	.	Cc1noc(C)c1CSCC(=O)OCc1nc2ccccc2c(=O)n1CC#N
-0.39	-0.76	-21	CC(C)n1c(C(O)c2ccc3c(c2)OCO3)nc2ccccc21 (configuration not stated)
.	.	-8	CCOc1ccc(C(C)NC(=O)C2CCCC2)cc1 (configuration not stated)
0.16	0.79	-7	Cc1nc(S/C(=C\c2ccc(OCc3ccccc3Cl)cc2)C(=O)O)n[nH]1
-0.8	-0.92	-55	CCCOc1ccc(C(=O)NCc2ccco2)cc1
.	.	41	CN1CCN(C(=O)c2ccccc2Nc2ccc(SC(F)F)cc2)CC1
.	.	8	Cn1c(SCC(=O)Nc2ccccc2[N+](=O)[O-])nnc1C(F)(F)F
1.5	2.1	.	Cc1ccccc1-n1c(SC(C)C(=O)N2CCN(C)CC2)nc2ccccc2c1=O (configuration not stated)
0.91	-0.32	31	CCN1CCN(c2ccc(NC(=O)c3ccc4c(c3)OCO4)cc2)CC1
-1.7	-0.7	-24	O=C(CSc1nc2ccccc2c(=O)n1CC1CCCCC1)N1CCOCC1
0.56	0.11	?	COc1cccc(NC(=O)CNC(=O)c2ccc(F)cc2)c1
.	.	-38	O=C(c1cccc(Cl)c1)N1CCN(Cc2c[nH]c3ccccc23)CC1
.	.	-31	O=c1[nH]c(/C=C/c2ccc3c(c2)OCO3)c([N+](=O)[O-])c(=O)[nH]1
-0.28	-1.2	.	O=C(Cn1cc2c(n1)CCCC2)NCc1cccc(Cl)c1
0.61	0.46	72	CC(=O)OCc1nc2sc(C)c(C)c2c(=O)[nH]1

Nothing new here: two of the compounds above.
sdo1 growth	sdo1 growth Rescue 24 h	INS promoter inh	molecule
.	.	-38	O=C(c1cccc(Cl)c1)N1CCN(Cc2c[nH]c3ccccc23)CC1
.	.	-31	O=c1[nH]c(/C=C/c2ccc3c(c2)OCO3)c([N+](=O)[O-])c(=O)[nH]1

Next section
sdo1 growth	sdo1 growth Rescue 24 h	INS promoter inh	molecule
1	0.96	.	Cc1cccc(-n2c(=O)cc(N3CCN(c4ccc(F)cc4)CC3)[nH]c2=O)c1
0.92	2.6	.	COc1ccc2c(c1)CCc1c(C(=O)NCc3ccc(F)cc3)noc1-2
.	.	-6	CCN(CC)CCN(C(=O)c1ccc([N+](=O)[O-])cc1)c1nc2ccc(OC)cc2s1
0.64	-0.49	.	COCCCn1c(SCC(=O)NC(C)C)nnc1-c1ccccc1
-0.13	-0.66	-50	Cc1ccc(-n2cnnn2)c2cccnc12
0.22	0.53	-4	CSc1ccccc1NC(=O)c1c(Br)cnn1C
0.45	-0.12	26	Cn1cc(CC(=O)Nc2cccc(C#N)c2)c2ccccc21
-1.8	-1.2	-13	Cc1cccc(CSc2nc3c(c(-c4cccs4)c2C#N)CN(C)CC3)c1
-0.88	-1.2	50	Cc1nn(-c2ccccc2)c(-c2ccccc2)c1C(=O)O
1.2	1.7	.	CCCCN(C)C(=O)CS(=O)(=O)Cc1nc(-c2cccc(OC)c2)oc1C
0.76	-0.29	-43	C[N+]1(C)CCC(=C2c3ccccc3CC(=O)c3sccc32)CC1
-2.1	-1.9	.	CC1CCCCN1C(=O)CSCC(=O)Nc1nc(-c2cccs2)cs1 (configuration not stated)
-0.78	0.69	6	Cc1cc(C)cc(OCC(=O)Nc2nonc2NC(=O)COc2cc(C)cc(C)c2)c1
0.37	1.2	-27	COC(=O)c1ccc(CNCC(=O)Nc2ccc(C(=O)OC)cc2)cc1
0.94	0.91	-28	Cc1ccc(C(=O)NC2CC3CCCC(C2)N3C(=O)NC2CCCCC2)cc1 (configuration not stated)
-2.1	-1.5	-7	Cc1ccc(CN(N=Nc2nonc2N)c2nonc2N)c(C)c1
-0.15	-0.72	.	Cc1ccccc1C1CC(c2ccc(Br)cc2)Nc2nc(N)nn21 (configuration not stated)
0.12	-0.29	-55	C=CCn1c(SCC(=O)C(C)(C)C)nnc1-c1ccccn1
0.53	-0.16	-46	Cc1cccc(C(=O)N/N=C/c2ccc[nH]2)c1
0.5	0.55	-8	CN(C(=O)c1ccccc1)C1(C)CCS(=O)(=O)C1 (configuration not stated)
1.2	1.4	.	Cc1cccc(CSC2=NCCN2C(=O)c2ccc(Br)o2)c1
-0.38	-0.43	8	COc1cc(C=O)ccc1OS(=O)(=O)c1ccc(NC(C)=O)cc1
1.2	0.72	-7	COc1ccc(OC)c(/C=N/NC(=O)CCCC(=O)Nc2cccc(Br)c2)c1
0.87	0.89	-100	O=C1CC(C(=O)Nc2ccc(F)c(Cl)c2)N=C(N2CCCCC2)N1 (configuration not stated)
-0.3	-1.2	-10	COc1ccc(OC)c(C2C3=C(CCCC3=O)Nc3c2c(=O)n(C)c(=O)n3C)c1 (configuration not stated)
0.63	0.51	33	CCOc1ccc(-c2nc(C)sc2CC(=O)O)cc1
0.23	-0.31	22	O=c1c2c(ncn1Cc1ccccc1)nc1n2CCC1
0.3	0.13	-53	CCC(=O)Nc1ccc(Cl)c(NC(=O)C(C)C)c1
0.41	0.52	16	CCOC(=O)N1CCN(C(=O)C2CCN(S(=O)(=O)c3c(C)cc(C)cc3C)CC2)CC1
-0.74	-1	-3	Cc1nnc(SCc2ccc(C(=O)c3ccc(Cl)cc3)o2)n1-c1ccccc1
-0.43	-1.2	.	Cc1cc2cc(C(c3nnnn3Cc3ccco3)N3CCCCC3)c(=O)[nH]c2cc1C (configuration not stated)
0.25	-0.1	-15	Cc1ccc(-n2ncc(C#N)c2/N=C/N(C)C)cc1
0.69	0.82	-31	CCCCCCc1nc2ccccc2c(=O)n1NC(=O)c1c(O)c2cccc3c2n(c1=O)CCC3
.	.	-421	Cc1nc(CC(C)C)cc(C(=O)N2CCCC(CNS(=O)(=O)c3cccs3)C2)n1 (configuration not stated)
1.9	2.3	-25	CC(=O)COc1ccccc1OC(=O)c1ccco1
-1.1	0.23	.	COc1ccccc1C(=O)NCc1ccncc1
0.24	-0.03	-30	O=C(NC1CCCC1)C(c1cccs1)N(C(=O)c1ccco1)c1ccc2c(c1)OCCO2 (configuration not stated)
0.4	0.67	27	COC(=O)C1=C(NC(=O)c2cccs2)CCS1
0.09	0.69	-33	Cc1ccc(-c2csc(N(CC3CCCO3)C(=O)c3ccco3)n2)cc1 (configuration not stated)
.	.	0	COc1ccc(C2=NOC(CNC(N)=S)C2)cc1 (configuration not stated)
0.42	-0.2	.	CN(C)c1ccc(CNC(=O)CN(C)S(=O)(=O)c2cccc3cccnc23)cc1
0.31	0.67	.	Cc1c(NC(=O)C2CCN(S(=O)(=O)c3ccccc3)CC2)c(=O)n(-c2ccccc2)n1C
.	.	7	COc1ccc(Cc2nnc(NS(=O)(=O)c3ccccc3)s2)cc1
-1.2	-1.4	.	C=C(C)CSc1nc2c(c(=O)[nH]c(=O)n2C)n1CCC(C)C
0.13	0.06	.	O=C(CSc1ncccc1C(=O)O)NCCC1=CCCCC1
.	.	24	Cc1nn(C)cc1S(=O)(=O)NC1CCCC1
-0.2	-0.76	0	Cc1nn(-c2ccccc2)nc1CNC(=O)C(C)Cc1ccccc1 (configuration not stated)
-0.96	-0.51	.	O=C(COC(=O)[C@H](Cc1ccccc1)NC(=O)c1cccs1)Nc1cc(F)ccc1F
.	.	-8	C=CCn1cc(/C=N/N2C(=O)C3C4C=CC(C4)C3C2=O)c2ccccc21 (configuration not stated)
-0.42	-0.04	40	Fc1ccc(-c2nnc(CSc3nnc(-c4cccs4)o3)o2)cc1
0.67	0.31	-82	Cc1cc2cc(CCNC(=O)c3ccc(S(=O)(=O)N4CCOCC4)cc3)c(=O)[nH]c2cc1C
-0.24	-0.75	.	CCCS(=O)(=O)N1CCCC(C(=O)N2CCN(C(=O)OCC)CC2)C1 (configuration not stated)
1.6	1.1	22	COC(=O)Cc1c(C)c2ccc(OCC(=O)N(C)C)cc2oc1=O
-1.1	-0.55	-78	Cc1cc(C(=O)COC(=O)CCc2nc3ccccc3s2)c(C)n1C
-0.48	-1.1	31	Cn1c(SCc2ccccc2Cl)nc2ccccc21
.	.	17	Cc1nc(Cl)c(S(N)(=O)=O)c(C)c1Cl
0.74	0.05	0	COc1cc2c(cc1OC)C(C1C(=O)CCCC1=O)N(C(=O)CCl)CC2 (configuration not stated)
0.72	-0.01	42	CCCc1cc(=O)[nH]c(SC(CC)C(=O)Nc2ccccc2C#N)n1 (configuration not stated)
.	.	58	Cc1ccc(C)c(N2N=C(C(=O)Nc3nccs3)CCC2=O)c1
-0.39	-0.67	-70	CC(NC(=O)CCc1ccc(S(=O)(=O)NC2CCCCC2)cc1)c1ccccc1 (configuration not stated)

A section from further up, as a working copy:
sdo1 growth	sdo1 growth Rescue 24 h	INS promoter inh	molecule
.	.	24	Cc1nn(C)cc1S(=O)(=O)NC1CCCC1
-0.2	-0.76	0	Cc1nn(-c2ccccc2)nc1CNC(=O)C(C)Cc1ccccc1 (configuration not stated)
-0.96	-0.51	.	O=C(COC(=O)[C@H](Cc1ccccc1)NC(=O)c1cccs1)Nc1cc(F)ccc1F
.	.	-8	C=CCn1cc(/C=N/N2C(=O)C3C4C=CC(C4)C3C2=O)c2ccccc21 (configuration not stated)
-0.42	-0.04	40	Fc1ccc(-c2nnc(CSc3nnc(-c4cccs4)o3)o2)cc1
0.67	0.31	-82	Cc1cc2cc(CCNC(=O)c3ccc(S(=O)(=O)N4CCOCC4)cc3)c(=O)[nH]c2cc1C
-0.24	-0.75	.	CCCS(=O)(=O)N1CCCC(C(=O)N2CCN(C(=O)OCC)CC2)C1 (configuration not stated)
1.6	1.1	22	COC(=O)Cc1c(C)c2ccc(OCC(=O)N(C)C)cc2oc1=O
-1.1	-0.55	-78	Cc1cc(C(=O)COC(=O)CCc2nc3ccccc3s2)c(C)n1C
-0.48	-1.1	31	Cn1c(SCc2ccccc2Cl)nc2ccccc21
.	.	17	Cc1nc(Cl)c(S(N)(=O)=O)c(C)c1Cl
0.74	0.05	0	COc1cc2c(cc1OC)C(C1C(=O)CCCC1=O)N(C(=O)CCl)CC2 (configuration not stated)
0.72	-0.01	42	CCCc1cc(=O)[nH]c(SC(CC)C(=O)Nc2ccccc2C#N)n1 (configuration not stated)
.	.	58	Cc1ccc(C)c(N2N=C(C(=O)Nc3nccs3)CCC2=O)c1
-0.39	-0.67	-70	CC(NC(=O)CCc1ccc(S(=O)(=O)NC2CCCCC2)cc1)c1ccccc1 (configuration not stated)

More compounds
sdo1 growth	sdo1 growth Rescue 24 h	INS promoter inh	molecule
-1.2	-1.6	.	Nc1nonc1-c1noc(COc2ccccc2Cl)n1
1.1	0.01	-19	C(=C\c1ccccc1)/CNn1cnnc1
-0.92	0.09	31	CCCCS/C(N)=N/N=C/c1cc(C)ccc1O
0.45	-0.26	.	O=C(O)c1ccccc1C(=O)c1cccs1
-0.18	-0.28	-10	CCOc1ccc(-c2nc(N)nc(C)c2-c2ccc(OC)c(OC)c2)c(O)c1
0.69	0.44	.	CCC(C)NC(=O)C1CCN(C(=O)N(C)C)CC1 (configuration not stated)
0.87	0.43	10	CC(C)=C1C(=O)NN(c2cccc(Cl)c2)C1=O
0.1	0.22	7	O=C(NN=C1CCCCC1)c1ccccc1OCc1ccc(F)cc1
-1.4	-0.67	-6	CCOc1ccc2[nH]c(=O)c(CN(Cc3ccco3)C(=O)c3ccc(Br)cc3)cc2c1
1.5	1.6	-26	COC(=O)c1ccc(C(=O)OC)c(NC(=O)CSc2cccc[n+]2[O-])c1
-0.42	0.02	-3	CSc1nc(N(C)CCO)c2sc3nc(-c4ccco4)c4c(c3c2n1)CCC4
.	.	-29	CCOC(=O)/C(C)=N/NC(=O)c1cccc([N+](=O)[O-])c1
0.33	-0.16	.	O=C1CN(C(=O)CSc2nnc3ccccn23)c2ccccc2N1
-0.4	-0.23	.	CCCC(=O)N=c1sc2cccc(F)c2n1C
1	1.3	-21	COc1cc(OC)c(C(=O)CCC(=O)O)cc1OC
0.39	-0.39	64	COc1cc(-c2cc(C(F)(F)F)n3ncc(C(=O)O)c3n2)cc(OC)c1OC
-0.19	0.63	-35	Cc1ccc(N(C(=O)c2ccccn2)C2(C(=O)NC3CCCC3)CCCCC2)cc1
-1.2	-0.35	.	CCc1c(C)sc(NC(=O)c2cc(C3CC3)on2)c1C#N
0.01	-0.8	.	CCOc1c2ccc(C(=O)NCc3ccco3)cc2nn1CC
0.17	-0.71	17	CC(C)n1cc(/C=C2\NC(=O)N(c3cccc(Cl)c3)C2=O)c2ccccc21
0.43	-0.6	.	O=C(CNC(=O)c1cccc(F)c1)OCC(=O)N1CCCCC1
1.1	0.25	.	O=C(NCCN1CCOCC1)C1CCC(=O)N1Cc1ccc(F)cc1 (configuration not stated)
-0.98	-1	.	Cc1cc(N2CCCCC2)n2ncc(-c3ccc(Cl)cc3)c2n1
0.68	0.37	.	Cc1cc(C)c2c(=O)[nH]n(C3CCOC(C)(C)C3)c2n1 (configuration not stated)
-0.09	1	40	CCc1nnc(NC(=O)c2cccc(S(=O)(=O)N3CCc4ccccc43)c2)s1
0.56	-0.76	-19	COc1ccc(-c2ccnc3nc(N4CCOCC4)nn23)cc1
-1.1	-1.4	37	O=C(CSCc1ccccc1)NNC(=S)Nc1cccc(Cl)c1Cl
-1.3	-0.97	.	O=c1sc(N2CCN(c3ccccc3F)CC2)nc2ccsc12

These rows are one share of the data, so the mix of outcomes need not match the whole.
